Screening data from PubChem BioAssay.
HTR5A ag: HTR5A agonists in luminescence cell assay, primary screen, counter-screen for OPRM1-OPRD1 heterodimer agonist project, full-deck HTS; 340,000 tested, 0.61% active; cell-based; activation, % at 9.3 µM; 5-hydroxytryptamine receptor 5A (Homo sapiens), P47898; in the data active = activation mostly above about 9.5%, no sharp cut-off; inactive = mostly below about 7.6%;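 also: 0% = cells with vehicle only and 100% = reference agonist; strong numbers were not always called active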
Target sequence (P47898 whole entry, looked up): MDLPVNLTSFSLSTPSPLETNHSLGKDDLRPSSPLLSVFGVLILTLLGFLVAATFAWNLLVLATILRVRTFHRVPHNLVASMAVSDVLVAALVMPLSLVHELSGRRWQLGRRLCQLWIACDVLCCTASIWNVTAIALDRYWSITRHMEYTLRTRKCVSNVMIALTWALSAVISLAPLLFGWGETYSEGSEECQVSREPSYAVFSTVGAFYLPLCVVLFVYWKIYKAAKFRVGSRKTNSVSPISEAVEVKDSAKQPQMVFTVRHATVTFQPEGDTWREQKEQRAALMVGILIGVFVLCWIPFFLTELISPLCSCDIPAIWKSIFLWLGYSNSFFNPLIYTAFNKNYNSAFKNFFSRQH
SR-BI HDL uptake: inhibitors of SR-BI mediated HDL lipid uptake, primary screen, ldlA[mSR-BI] cells, fluorescence, single point; inhibition, % at 12.5 µM; 320,000 tested, 0.96% active; ldlA[mSR-BI] CHO cells, DiI-HDL uptake fluorescence, 3 h;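 active = mean replicate inhibition of at least 70% and a set share of replicates each scoring 70 or more; inconclusive = meets just one of the two criteria; inactive = fails both criteria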;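 also: 0% = median of neutral control wells and 100% = median of positive control wells; values of inactives mirror those of a sister screen read the other way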
MITF act: activators of MITF-driven TRPM1 promoter reporter, primary screen, cell-based, SK-MEL-5, luciferase, single point | SK-MEL-5 TRPM1-promoter luciferase, 24 h; % of positive control, neutral wells = 0 | activation, % at 12.5 µM | 300,000 tested, 0.75% active | AID 588334, 2011;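 active = mean activation of at least 80% with every replicate also reaching 80%; inconclusive = mean reaches 80% but some replicate falls short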;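 also: 0% = neutral control wells and 100% = parthenolide positive control wells; values of inactives mirror those of a sister screen read the other way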
Wnt act: Wnt/beta-catenin pathway activators, primary screen, cell-based, plate reader, single point; Wnt/beta-catenin reporter cell assay, activator; activation, % at 9.35 µM; 300,000 tested, 1.2% active; AID 743398, 2014; in the data active = activation above about 30%, passing the limit was not always enough; inconclusive = no clear call, values can overlap the other calls;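 also: 0% = neutral control wells and 100% = positive control wells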
dFosB act: activators of delta FosB homodimer, primary screen, biochemical, fluorescence polarization, TAMRA-CDK5 oligo, single point; Protein FosB (Mus musculus), P13346; purified delta FosB; percent of positive-control signal above neutral wells; activation, % at 25 µM; 340,000 tested, 0.99% active; AID 493131, 2011;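 active = mean activation above about 17%, with every replicate also reaching it, limit read from the data, passing the limit was not always enough; inconclusive = only one of the two conditions met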;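 also: fluorescence polarization rise as delta FosB binds a TAMRA Cdk5 AP-1 oligo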
Target sequence (P13346 whole entry, looked up): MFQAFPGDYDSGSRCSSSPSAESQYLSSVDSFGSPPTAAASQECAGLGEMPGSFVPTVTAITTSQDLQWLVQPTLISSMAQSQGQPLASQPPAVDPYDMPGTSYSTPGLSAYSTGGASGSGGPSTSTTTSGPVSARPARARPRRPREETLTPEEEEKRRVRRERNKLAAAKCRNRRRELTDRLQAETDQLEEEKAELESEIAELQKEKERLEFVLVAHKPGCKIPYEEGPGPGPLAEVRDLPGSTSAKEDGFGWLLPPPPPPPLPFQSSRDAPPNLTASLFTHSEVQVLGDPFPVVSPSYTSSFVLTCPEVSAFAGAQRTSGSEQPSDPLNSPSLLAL
Rtt109 Vps75: inhibitors of C. albicans Rtt109/Vps75 HAT, primary screen, biochemical, ThioGlo CoA-SH fluorescence, plate reader; Histone acetyltransferase RTT109 (Candida albicans (strain SC5314 / ATCC MYA-2876)), …; purified Rtt109/Vps75, 4 h; inhibition, % at 34.9 µM; 330,000 tested, 0.16% active; AID 540336, 2011;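 active = inhibition of at least 50% in every replicate; inconclusive = best replicate reaches 50% inhibition but some replicates fall short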
Target sequence (Q5AAJ8 whole entry, looked up): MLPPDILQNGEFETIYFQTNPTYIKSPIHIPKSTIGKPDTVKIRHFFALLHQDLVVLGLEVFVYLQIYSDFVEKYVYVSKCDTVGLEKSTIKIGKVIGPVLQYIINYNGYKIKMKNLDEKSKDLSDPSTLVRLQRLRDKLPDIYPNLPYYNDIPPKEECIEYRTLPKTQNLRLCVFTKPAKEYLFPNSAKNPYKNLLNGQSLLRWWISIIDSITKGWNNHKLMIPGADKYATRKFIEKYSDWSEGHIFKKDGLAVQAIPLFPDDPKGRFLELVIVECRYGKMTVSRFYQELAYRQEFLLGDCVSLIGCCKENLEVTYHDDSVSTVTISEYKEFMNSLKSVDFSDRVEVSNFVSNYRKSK
PvdQ acylase: P. aeruginosa PvdQ acylase inhibitors, primary screen, biochemical, fluorescence, plate reader and imaging, single point; PvdQ acylase [Pseudomonas aeruginosa LESB58]; purified PvdQ acylase; inhibition, % at 10 µM; 340,000 tested, 0.063% active; AID 488965, 2010; in the data active = inhibition above about 30%, passing the limit was not always enough; inconclusive = no clear call, values can overlap the other calls;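 also: 0% = vehicle neutral wells and 100% = reference inhibitor wells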
cardiac RTF act: cardiac RTF calcium sensitivity activators, primary screen, biochemical, IANBD-TnC fluorescence, EC20 calcium; Troponin I, cardiac muscle (Homo sapiens) + Troponin T, cardiac muscle (Homo sapiens) + …; IANBD-labeled TnC RTF fluorescence at EC20 calcium; 0% EC20 calcium, 100% full calcium; activation, % at 7.2 µM; 340,000 tested, 0.24% active; AID 493008, 2010;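 active = activation above the mean over all tested compounds plus 3 SD, cut at about 30% in these data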;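 also: rise in fluorescence read as greater calcium sensitivity of cardiac thin filaments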
CDK5 inh: inhibitors of human CDK5/p35 kinase, primary screen, biochemical, single concentration; Cyclin-dependent kinase 5 (Homo sapiens) + Cyclin-dependent kinase 5 activator 1 (Homo …; Recombinant CDK5/p35, ADP-Glo luminescence, 60 min; inhibition, % at 10 µM; 330,000 tested, 0.01% active; AID 488839, 2010;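 active = highest replicate inhibition of at least 50% and at least 75% of replicates reaching 50%; inconclusive = only one of the two criteria met; inactive = both criteria failed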;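 also: plate controls were DMSO neutral control for no effect and GW8510 at 10 µM for full effect; many of its hits are not listed in these tables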
SR-BI DiI-HDL act: activators of SR-BI mediated DiI-HDL uptake, primary screen, ldlA[mSR-BI] CHO cells, DiI fluorescence. 3 h; 100 = double the neutral-control signal. activation, % at 12.5 µM. 320,000 tested, 0.096% active. AID 504775, 2011;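 active = mean replicate activation of at least 60% and every replicate at or above 60%; inconclusive = mean or all-replicate condition met, but not both; inactive = mean below 60% and not all replicates reaching 60%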;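 also: 0% = median plate neutral-control signal and 100% = twice that signal; values of inactives mirror those of a sister screen read the other way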
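Test system: SR-BI-overexpressing, LDLR-lacking CHO cells; Medium: Ham's F12 with 0.5% BSA, HEPES 25 mM, pH 7.4; Schedule: 3 h, 37 °C; Technique: bottom-read fluorescence, 550/595 nm.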
* = called active by the depositor; i = inactive; ? = inconclusive; · = no result given.

canonical_smiles | HTR5A ag | SR-BI HDL uptake | MITF act | Wnt act | dFosB act | Rtt109 Vps75 | PvdQ acylase | cardiac RTF act | CDK5 inh | SR-BI DiI-HDL act
COc1ccc(C(NC(=O)c2cccc(F)c2)c2ccccc2)cc1 (stereo not drawn) | 2 | -2 | -8 | · | -6 | -1 | -1 | -2 | -2.0 | 2
CCC(CC)COC(=O)C1=C(C)NC(=O)NC1c1ccc(OC)cc1 (stereo not drawn) | 4 | -12 | 2 | -3 | -17 | 0 | -12 | 2 | -0.4 | 12
COc1cc(C(=O)O)nc2ccccc12 | 1 | -13 | 6 | · | 2 | -7 | 9 | 3 | 2.6 | 13
CCCn1c(=N)c(C(=O)NC2CCCC2)cc2c(=O)n3cccc(C)c3nc21 | -6 | 3 | 10 | · | 2 | 15 | -88 | 0 | -0.2 | ·
COc1ccc2ccccc2c1/C=N/NC(=S)Nc1cc(S(=O)(=O)N2CCOCC2)ccc1N1CCOCC1 | 0 | -17 | -8 | -6 | 6 | -3 | 3 | 3 | -0.3 | 17
Cc1cccc(-c2nc(CC(=O)Nc3cccc(S(=O)(=O)NC4=NCCC4)c3)cs2)c1 | -2 | 4 | 17 | -4 | -12 | -3 | 2 | -1 | -0.4 | -4
Cc1ccc(NC2CCCN(C(=O)c3ccc(C)c(N4CCNC4=O)c3)C2)cc1C (stereo not drawn) | -2 | 12 | 5 | · | -2 | 14 | 1 | 2 | 0.9 | -12
CCOC(=O)C1CCN(C(=O)C2CCN(S(=O)(=O)c3cccc4nsnc34)CC2)CC1 | -6 | -4 | 8 | -1 | 1 | -7 | -5 | 0 | 1.0 | 4
COc1ccc(OC(C)C(=O)Nc2ccccc2F)cc1 (stereo not drawn) | -2 | -14 | -3 | -5 | 3 | -4 | -19 | 1 | 2.1 | 14
CN(C1CCCCC1)S(=O)(=O)c1cc2c(cc1Cl)NC(=O)CO2 | -4 | 15 | 10 | 2 | -11 | 0 | -11 | 1 | 1.9 | -15
CCc1c(C)c2cc(Cl)c(O)c(CN(CC)CC)c2oc1=O | 4 | -26 | 4 | 0 | 2 | i | -5 | -3 | -1.6 | 26
CCOc1ccc(OCC(=O)c2c(O)c3ccccc3oc2=O)cc1 | -3 | -8 | 9 | · | -10 | 15 | -10 | 0 | -1.6 | 8
Cc1ccc(C(=O)N/C(=C\c2ccco2)C(=O)NCCCn2ccnc2)cc1 | 7 | -3 | -2 | · | 2 | -3 | 2 | -3 | 0.1 | 3
Cc1ccc(-c2cc(-c3ccccc3)c(C#N)c(N)n2)o1 | 0 | 6 | -16 | · | -3 | -19 | -16 | 2 | -0.3 | -6
O=C(NCC(c1ccco1)N1CCc2ccccc21)C(=O)Nc1ccccc1F (stereo not drawn) | -1 | -21 | -1 | 1 | 0 | -1 | -13 | -16 | 0.1 | 21
CCN(CC)c1nc(C)nc2c1cnn2CCc1ccccc1 | -3 | 21 | 89* | · | -6 | -8 | -5 | 13 | -0.2 | -21
CN(C)S(=O)(=O)c1cccc(NC(=O)c2cccc(S(=O)(=O)N3CCCCCC3)c2)c1 | 5 | 77* | -15 | 3 | -6 | 34 | 6 | -3 | -1.3 | -77
O=C(NC(C(=O)N/N=C/c1c2ccccc2cc2ccccc12)c1n[nH]c(=O)c2ccccc12)c1ccccc1 (stereo not drawn) | 4 | 4 | 3 | · | -2 | 10 | 4 | 6 | 0.5 | -4
FC(F)(F)C12CC(c3ccccc3)=NCCN1CCN2 (stereo not drawn) | 1 | 0 | · | · | -15 | -6 | -12 | 5 | 0.1 | 0
CCOc1ccc(NC(=O)C(Cc2ccccc2)N2C(=O)c3cccc4cccc(c34)C2=O)cc1 (stereo not drawn) | · | -20 | -21 | -5 | ? | -1 | -14 | · | 0.1 | 20
CC(C)NC(=S)Nc1cccc2cnccc12 | 7 | -29 | -18 | 2 | -2 | 6 | -2 | 1 | 1.5 | 29
Nn1c(SCC(=O)Nc2ccc3c(c2)OCO3)nnc1C1CC1 | 1 | -31 | · | · | -5 | 2 | -7 | -1 | -3.1 | 31
CCCc1cc(NCc2ccccn2)n2c(nc3ccccc32)c1C#N | 1 | -27 | 14 | -3 | -17 | -18 | -17 | 3 | 3.1 | 27
CCOc1ccc(-n2c(SCC(=O)N3CCC(C(=O)O)CC3)nc3ccccc3c2=O)cc1 | -4 | 0 | -4 | -2 | 1 | -5 | -2 | 1 | -0.7 | 0
N#Cc1nc(COc2ccccc2Cl)oc1NCc1cccnc1 | -1 | 22 | · | · | -4 | 5 | -14 | -3 | -0.1 | -22
CC(=O)c1ccc(S(=O)(=O)N(C)CC(=O)Nc2cc(C)on2)cc1 | 1 | -17 | 3 | -1 | -8 | 2 | -12 | 12 | 0.0 | 17
COc1ccc(OC)c(C(=O)NC2CCSc3ccccc32)c1 (stereo not drawn) | 3 | 20 | 4 | 0 | -10 | 3 | -11 | -3 | 1.1 | -20
CN(C(=O)CCc1nc(-c2ccccc2F)no1)c1ccccc1 | 1 | · | 8 | 7 | -3 | 55* | 10 | -2 | 0.9 | ·
COc1ccc(N(CC(=O)NCCC2=CCCCC2)S(C)(=O)=O)cc1 | 1 | -44 | -6 | · | -3 | -2 | 1 | -5 | -1.2 | 44
Cc1cccc(C)c1NC(=O)C(=O)NCCCN1CCOCC1 | -1 | -31 | 2 | · | 4 | 5 | 1 | 9 | -1.5 | 31
COc1ccc(C(=O)N2CCN=C2SCc2cccnc2)c(OC)c1 | 0 | 2 | -8 | -4 | -1 | -17 | -15 | 2 | 0.2 | -2
Cc1cc(Nc2ccc(C)c(C)c2)n2nc(C)nc2n1 | 2 | 7 | 7 | -1 | -2 | -5 | -9 | 1 | 1.0 | -7
Cc1cc(NC(=O)C2CCCCC2C(=O)O)ccc1NC(=O)c1ccccc1 (stereo not drawn) | 2 | -5 | -3 | -2 | -6 | 1 | -7 | -1 | -0.1 | ·
CC(=O)N1CCN(CC(=O)Nc2c(Cl)cccc2Cl)CC1 | -3 | -8 | 6 | -3 | 2 | 2 | -6 | 10 | -1.3 | 8
CCN(CC(=O)Nc1ccc(NC(C)=O)cc1)C(=O)/C=C/c1c(C)nn(-c2ccc(F)cc2)c1Cl | 4 | 65 | -2 | -6 | -6 | 12 | -11 | 2 | -0.3 | -65
NC(=Nc1ccc(Br)cc1)c1ccccc1 | -1 | -18 | 25 | 12 | 1 | -13 | -3 | -1 | 0.9 | 18
Cc1ccccc1NC(=S)NCC1CCN(C(C)c2ccccc2)C1 (stereo not drawn) | -2 | · | -7 | 46* | -9 | 3 | 5 | -2 | -1.1 | ·
CN(C)C(CNC(=O)c1cccc(S(=O)(=O)Nc2ccc(Br)cc2)c1)c1ccco1 (stereo not drawn) | -3 | 6 | 2 | -2 | -6 | 17 | 6 | 0 | 2.4 | -6
Cc1ccccc1-c1nc(CS(=O)CC(=O)NCc2ccc3c(c2)OCO3)c(C)o1 (stereo not drawn) | -1 | -4 | 6 | -2 | -12 | 1 | -1 | -7 | 2.1 | 4
Cc1ccc(C(=O)N/N=C\c2ccccn2)cn1 | 3 | -5 | 16 | 1 | -2 | 6 | -8 | 2 | -0.4 | 5

Shown with values under each structure: 2 of the compounds above.
Fields: HTR5A ag | SR-BI HDL uptake | MITF act | Wnt act | dFosB act | Rtt109 Vps75 | PvdQ acylase | cardiac RTF act | CDK5 inh | SR-BI DiI-HDL act
CCCc1cc(NCc2ccccn2)n2c(nc3ccccc32)c1C#N
 : 1 | -27 | 14 | -3 | -17 | -18 | -17 | 3 | 3.1 | 27
CCOc1ccc(-n2c(SCC(=O)N3CCC(C(=O)O)CC3)nc3ccccc3c2=O)cc1
 : -4 | 0 | -4 | -2 | 1 | -5 | -2 | 1 | -0.7 | 0

(list continues)
canonical_smiles | HTR5A ag | SR-BI HDL uptake | MITF act | Wnt act | dFosB act | Rtt109 Vps75 | PvdQ acylase | cardiac RTF act | CDK5 inh | SR-BI DiI-HDL act
O=C(CCNC(=O)C1CCN(S(=O)(=O)c2ccccc2)CC1)NCc1ccc(Cl)c(Cl)c1 | 1 | -15 | -4 | -1 | -5 | -4 | -9 | 2 | · | 15
COc1ccc(N(CC(=O)N/N=C(\C)c2ccccc2)S(=O)(=O)c2ccccc2)cc1 | -2 | 22 | 4 | -2 | -7 | 11 | -1 | -4 | 0.7 | -22
CCOc1c(Br)cc(C(N)=O)cc1OC | 0 | -7 | 3 | · | 3 | 0 | 2 | 0 | 0.4 | 7
O=C(CN1C(=O)NC2(CCCCC2)C1=O)N1CCN(S(=O)(=O)/C=C/c2ccccc2)CC1 | 1 | -4 | -7 | 1 | -9 | 22 | 5 | -3 | -2.0 | 4
COc1ccccc1C(CNC(=O)C1CCN(C(=O)Nc2ccccc2)CC1)N1CCCC1 (stereo not drawn) | -7 | 26 | 3 | 1 | 0 | 2 | -10 | -3 | 0.2 | -26
O=C(Nc1ccc(F)cc1)c1cc2cc(Cl)ccc2[nH]1 | 7 | 12 | · | 10 | 13 | -5 | -13 | -3 | -0.1 | -12
O=C(O)c1cnn(-c2nc(-c3ccc(Cl)c(Cl)c3)cs2)c1C(F)(F)F | 1 | -13 | 39 | 3 | -15 | -6 | -4 | 1 | 0.3 | 13
NCc1cc2c3c(c1)CCCN3CCC2 | 4 | -8 | -4 | -1 | 40* | -19 | -3 | 6 | 1.3 | 8
CC(C)CCn1c(O)c(N=Nc2ccccn2)c2ccccc21 | -2 | 37 | -4 | · | -14 | -6 | -9 | -10 | 0.3 | -37
COc1ccc(CNC(=O)CCc2cc(OC)c(OC)c(OC)c2)cc1 | 1 | -18 | -3 | -1 | -3 | 0 | 0 | 5 | 0.2 | 18
COc1ccccc1N1C(=O)c2cccc3c(Cl)ccc(c23)C1=O | 3 | 17 | -3 | 0 | -3 | 4 | -10 | 7 | 1.2 | -17
Cc1ccc(C(=O)N2CCN(c3cccc(C)c3C)CC2)o1 | 4 | 2 | -2 | -2 | -8 | -2 | -10 | -1 | -0.9 | -2
Cc1c(-n2c(SCC(=O)O)nnc2-c2ccccc2Cl)c(=O)n(-c2ccccc2)n1C | 4 | 9 | · | 1 | -3 | -6 | -18 | 14 | -0.6 | -9
COc1cc(OC)c(NC(C)C(=O)N2CCCC2)cc1Cl (stereo not drawn) | 2 | -4 | 2 | 0 | -7 | -5 | 8 | -1 | 1.6 | 4
